# mIAP block: blocks mouse intestinal alkaline phosphatase | purified mouse IAP, CDP-Star luminescence, 30 min | inhibition, % at 10 µM | hit rate 0.2% among 330,000 | AID 2806;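 active means inhibition of at least 40% at 10 µM in the primary screen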;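 further: plate controls were DMSO with enzyme for no effect and no enzyme wells for full effect; values of inactives mirror those of a sister screen read the other way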
# beta cell repl: induces beta-cell replication in MIN6 cells; MIN6 cells proliferation, ATPlite luminescence, 48 h; cells starved in 0.2% serum; 100% = growth in 10% serum; proliferation, % at 10 µM; hit rate 0.29% among 330,000; AID 2380;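 active means compounds whose signal lies at least 3.5 SD above the mean of all wells on their plate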;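 further: 0% = DMSO-treated cells in low-serum medium and 100% = 10% serum control; some compounds called inactive have numbers as strong as hits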
# hIAP act: increases human intestinal alkaline phosphatase activity; AID 2524; P09923; activation factor at 10 µM; purified human IAP, CDP-Star luminescence, 30 min; stronger effect = higher value; 1 = vehicle-only enzyme, 0 = enzyme-free background; hit rate 0.16% among 330,000;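 active means activation factor of the enzyme at least 2-fold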; further: the source names both 10 and 20 µM as test concentration; values of inactives mirror those of a sister screen read the other way
# GRIN3A LBD mod: modulators (binders) of human NR3A ligand-binding domain; NR3A LBD differential scanning fluorimetry, Tm shift; 0% = protein alone, 100% = glycine-bound protein; Tm shift relative to glycine control, % at 25 µM; hit rate 2.5% among 340,000; AID 1259313;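 active means melting temperature shift of at least 10% of the positive control shift, at one fixed dose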
# A3G deaminase: blocks human APOBEC3G single-stranded DNA deamination; Q9HC16; recombinant A3G, ssDNA deamination FAM/TAMRA fluorescence; inhibition, % at 20 µM; hit rate 0.28% among 330,000; AID 493012;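 active means inhibition of at least 40% at 20 µM, with no more than 30% in the related APOBEC3A deaminase screen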;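 further: plate controls were DMSO wells with A3G for no effect and wells lacking A3G enzyme for full effect; some compounds called inactive have numbers as strong as hits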
# Target sequence (Q9HC16 whole entry, looked up): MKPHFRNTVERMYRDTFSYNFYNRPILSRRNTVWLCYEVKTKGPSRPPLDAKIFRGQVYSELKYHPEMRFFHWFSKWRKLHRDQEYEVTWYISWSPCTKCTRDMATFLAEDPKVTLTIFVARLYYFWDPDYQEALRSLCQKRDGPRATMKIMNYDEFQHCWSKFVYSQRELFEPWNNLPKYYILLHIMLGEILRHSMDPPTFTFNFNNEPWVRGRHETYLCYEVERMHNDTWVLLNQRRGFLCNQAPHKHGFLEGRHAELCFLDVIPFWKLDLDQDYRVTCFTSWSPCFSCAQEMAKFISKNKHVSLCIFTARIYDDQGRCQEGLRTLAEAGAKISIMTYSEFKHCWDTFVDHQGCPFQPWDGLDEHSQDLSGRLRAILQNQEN
# hIAP inh: blocks human intestinal alkaline phosphatase | hit rate 0.12% among 330,000 | purified IAP, CDP-Star luminescence, 30 min | P09923 | inhibition, % at 10 µM;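 active means inhibition reaching a set limit with compound at 10 µM in the primary screen, cut at about 35% in these data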;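 further: plate controls were DMSO wells with enzyme for no effect and no-enzyme buffer wells for full effect; values of inactives mirror those of a sister screen read the other way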
# APOBEC3A inh: human APOBEC3A DNA deaminase inhibition. P31941. AID 493011. inhibition, % at 20 µM. hit rate 0.41% among 330,000. recombinant A3A, FAM/TAMRA ssDNA deamination fluorescence;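 active means at least 40% inhibition at 20 µM here, with at most 30% in a related deaminase screen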;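 further: plate controls were A3A with DMSO for no effect and wells lacking A3A enzyme for full effect; some results filed as inactive read as strong as hits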
# Target sequence (P31941 whole entry, looked up): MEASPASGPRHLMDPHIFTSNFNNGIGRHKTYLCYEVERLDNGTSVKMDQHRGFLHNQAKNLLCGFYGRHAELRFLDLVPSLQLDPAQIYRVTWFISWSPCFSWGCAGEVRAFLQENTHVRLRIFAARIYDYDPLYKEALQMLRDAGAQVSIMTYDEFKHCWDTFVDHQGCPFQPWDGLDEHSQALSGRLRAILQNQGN
# mIAP act: increases mouse intestinal alkaline phosphatase activity. muIAP, CDP-Star luminescence, 30 min; stronger effect = higher value; 1 = vehicle-only enzyme signal, 0 = enzyme-free wells. activation factor at 10 µM. hit rate 0.24% among 330,000. AID 2805;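 active means activation factor of at least 2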; further: the source names both 10 and 20 µM as test concentration; values of inactives mirror those of a sister screen read the other way
#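 Assay system: mouse IAP enzyme / Compound: DMSO-dissolved test compounds / Timing: 30 min, room temperature / Measured by: luminescence from enzymatic CDP-Star hydrolysis / Control set: DMSO-only wells, enzyme-free buffer wells as negative control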
# MPTP block: blocks calcium-induced mitochondrial swelling; isolated mouse mitochondria, Ca2+ swelling absorbance, 30 min; inhibition, % at 10 µM; hit rate 1.4% among 360,000;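 active means inhibition of 50% or more, scaled per plate between neutral and stimulator controls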;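 further: 0% = DMSO wells given calcium and 100% = 1 mM EGTA wells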
# Starred values were filed as active, the others as inactive; · = not tested or not shown.
SMILES,mIAP block,beta cell repl,hIAP act,GRIN3A LBD mod,A3G deaminase,hIAP inh,APOBEC3A inh,mIAP act,MPTP block
COc1ccc(Cc2nnc(SCC(=O)N(C)c3ccccc3)o2)cc1,6,5,1.1,2,-9,-11,-2,0.94,0.2
COC(=O)CSCC(=O)Nc1nnc(-c2ccccc2C)s1,3,-1,1.1,-3,-9,-12,1,0.97,-0.9
CCn1nc(C)c(CNC(=O)CC2C(=O)NCCN2CC(C)C)c1C (stereo unspecified),4,0,1.1,2,-7,-10,0,0.96,0.7
COc1cccc(NC(=O)C2CCCN(S(=O)(=O)c3ccc(-n4cnnn4)cc3)C2)c1 (stereo unspecified),-5,1,1.1,-1,0,-6,-2,1.1,-0.2
O=C(COc1ncnc2ccccc12)NC(=O)NCc1ccccc1,3,-1,1,-3,-3,0,-3,0.97,-0.1
CSCCC(NC(=O)c1ccccc1Br)C(=O)NNC(=O)c1cc(C)oc1C (stereo unspecified),-7,-4,1.1,-1,-7,-11,-4,1.1,-1.4
COc1ccc(C2c3sc(=O)[nH]c3SC3C4CCC(C4)C23)cc1OC (stereo unspecified),20,-3,0.95,-4,-3,5,-2,0.8,0.0
COc1ccc(-n2c(SC)nc3sc4c(c3c2=O)CCN(C)C4)cc1,-10,-2,0.99,-2,-2,1,14,1.1,0.4
Cc1cccc2nc(CNc3ccc(F)cc3)cn12,-1,1,0.82,-2,-6,18,-5,1,-0.5
Clc1ccc2c(NCc3ccccc3)ccnc2c1,-6,-4,1,-2,-2,-1,4,1.1,88*
CC1(C)NC(=O)N(CC(O)COC2CCCCC2)C1=O (stereo unspecified),7,-1,0.94,1,-7,6,-3,0.93,-0.7
CC(=O)N/C(=C/c1ccc2c(c1)OCO2)C(=O)NCCO,-1,-2,1.1,-3,-4,-7,2,1,-1.7
O=C(CCCN1C(=O)c2cccc3cccc(c23)C1=O)N1CCc2ccccc2C1,5,0,1,3,-6,-2,-4,0.95,-1.8
C#CCSc1n[nH]c(=O)n1-c1cccc(C(F)(F)F)c1,-2,0,1.2,-1,-10,-22,-1,1,6.9
CCOC(=O)CCCN1CC(O)=C(c2nc3ccccc3s2)C1=N,-1,2,1.1,-2,-6,-14,2,1,1.9
CCOc1cc(C(=S)N2CCOCC2)ccc1OC(=O)c1ccc(C)cc1,-5,-5,1.2,2,3,-16,5,1.1,-0.5
CC(C)CN(C(=O)COC(=O)COc1ccc2ccccc2c1)c1c(N)n(Cc2ccccc2)c(=O)[nH]c1=O,-3,-5,1.1,1,-3,-8,3,1,-1.8
COc1ccnc(CS(=O)c2nc3cc(C(O)(F)F)ccc3[nH]2)c1OC (stereo unspecified),-2,-5,1.2,-3,-8,-18,-2,1,-0.5
CN(CCC#N)c1ncnc2scc(-c3ccccc3)c12,-9,0,1.1,11*,-5,-5,3,1.1,-2.6
CCOc1cccc2sc(N(CCCN(C)C)C(=O)c3ccc(S(=O)(=O)N(C)Cc4ccccc4)cc3)nc12,13,-7,1.2,-5,4,-15,3,0.87,5.2
Cc1c(Cl)cc(-n2cnnn2)cc1[N+](=O)[O-],-6,-3,1.2,-5,-7,-15,4,1.1,0.1
CC(=O)/C(N=Nc1ccc2c(c1)OCO2)=C(\C)O,9,1,0.84,0,-2,16,-2,0.91,-0.4
COC(=O)c1ccccc1S(=O)(=O)NNC(=O)C1COc2ccccc2O1 (stereo unspecified),3,4,0.85,1,-11,15,-2,0.97,-0.9
Fc1ccccc1OCCSc1ncnc2nc[nH]c12,7,0,0.94,-1,-2,6,-4,0.93,1.3
O=C(Nc1ccn([C@H]2CC[C@@H](CO)O2)c(=O)n1)c1ccccc1,-3,-2,1.1,-1,-10,-10,-3,1,-0.3
Cc1sc2ncn(CC(=O)N(CC(=O)NC3CCCC3)Cc3cccs3)c(=O)c2c1C,4,-1,0.91,0,1,9,1,0.96,3.6
COC(=O)COc1ccc(S(=O)(=O)Nc2ccc3c(c2)OCCO3)cc1Cl,-9,-3,1.1,2,-1,-12,2,1.1,1.4
Oc1cccc(O)c1O,52*,-6,1,·,4,0,42*,0.48,·
O=C1CCCN1c1ccc(S(=O)(=O)N2CCCCC2)cc1,7,0,0.93,0,-7,7,1,0.93,-1.9
Cc1ccc(S(=O)(=O)/N=C(\CSC(N)=O)Nc2ccccc2)cc1,0,-1,0.95,0,0,5,-4,0.99,0.5
COc1ccc(-n2cc(CNC3CCN(C)CC3)c(-c3cccc(F)c3)n2)cc1,-1,-6,1.1,0,0,-6,3,1,93*
Cc1ccc(C)c(NC(=S)N2CCN(c3cccc(C(F)(F)F)c3)CC2)c1,-27,-3,1.3,-3,-2,-28,11,1.3,35
CC(=O)N(C)c1ccc(NC(=S)Nc2cccc3ccccc23)cc1,4,0,0.93,-3,-7,7,-5,0.96,-0.3
Cc1ccc2c(C(=O)CN3CCN(C4CCCCC4)CC3)c(C)[nH]c2c1,0,1,1.1,-1,-6,-14,-3,1,2.0
COC(=O)C(CC(C)C)NC(=O)c1cc(OC)c(OC)c(OC)c1 (stereo unspecified),2,-3,0.97,-2,-3,3,-2,0.98,-2.0
Cc1ccc(C(C(=O)NC(C)(C)C)N(CC2CCCO2)C(=O)CCC(=O)Nc2ccccn2)cc1 (stereo unspecified),3,0,0.97,0,-1,3,0,0.97,-1.7
CCOC(=O)N1CCN(C(=O)c2cc3sccc3n2C)CC1,0,0,0.93,0,-7,7,-2,1,-1.9
O=C(/C=C/c1c(Cl)nc2ccccn12)N1CCN(c2ccccc2F)CC1,-6,4,1.1,0,-5,-5,0,1.1,2.6
CCCC(=O)Nc1ccc(-c2nc3ncccc3o2)cc1,-5,-3,0.94,-1,-8,6,-8,1.1,0.1
Cc1cccc(CN2CCC(C(=O)Nc3cccc(-c4cccc(F)c4)c3)CC2)n1,-88,-4,0.92,-1,-1,8,-1,1.9,1.5
COc1ccc(Cc2nnc(NC(=O)CSc3ccccc3)s2)cc1,-3,-1,0.85,0,-8,15,0,1,0.4
O=C(CN=C1NC(=O)C(c2ccccc2)(c2ccccc2)N1)NCc1ccc(F)cc1,-8,0,0.9,-4,-4,10,0,1.1,-3.6
Cc1c(C(=O)N/N=C/c2c(O)ccc3ccccc23)nnn1-c1nonc1N,21,-2,2*,4,-12,-105,-5,0.79,0.0
O=C(OCc1ccc(Br)cc1)c1cccnc1Cl,4,0,1,0,-6,-2,-2,0.96,-0.3
CCc1ccc(N2C(=O)CC(N3CCC(C(=O)OC)CC3)C2=O)cc1 (stereo unspecified),-18,2,1.1,0,-4,-9,-7,1.2,-2.4
CC1CCN(C(=O)COC(=O)c2n[nH]c3ccccc23)CC1,-8,-4,1.2,-2,-7,-23,-2,1.1,0.0
O=C1N[C@@H](c2ccccc2)COC(=O)[C@H](Cc2ccc(F)cc2)C/C=C\C[C@@H]1CC(=O)N(CCO)Cc1ccccc1,0,-5,1,-2,-3,-1,0,1,2.6
Cc1ccccc1-c1nc(CS(=O)(=O)CC(=O)NC(C)c2ccccc2)c(C)o1 (stereo unspecified),8,-4,1.4,-1,3,-36,-1,0.92,1.1
COc1ccc(NS(=O)(=O)c2cccc(C(=O)N3CCN(C(=O)c4ccco4)CC3)c2)cc1,1,1,1.1,1,-4,-5,-2,0.99,-1.5
O=C(COc1ccc2c3c(c(=O)oc2c1)CCC3)NCCCN1CCCC1=O,2,3,1.3,0,-3,-26,-1,0.98,-1.2
CCOC(=O)CCSc1nc(C(C)(C)C)cc(C(F)(F)F)c1C#N,-6,-4,1,1,-6,-4,-7,1.1,-0.7
Cc1cn(-c2cc(NC(=O)c3ccc(C)c(NC(=O)c4cccc(-c5cn[nH]c(=O)c5)c4)c3)cc(C(F)(F)F)c2)cn1,4,-1,1.2,-6,-6,-24,3,0.96,-0.2
Cc1ccc(N2CC(C(=O)Nc3nnc(SCCC4OCCO4)s3)CC2=O)cc1C (stereo unspecified),7,-3,1.3,-1,-5,-30,0,0.93,-0.7
COc1ccc(-c2c(C)nn3c(N4CCCCCC4)cc(C)nc23)cc1OC,-2,-7,0.87,-3,-10,13,-6,1,0.2
COCCN=c1scc(-c2ccc3c(c2)NC(=O)CO3)n1/N=C(\C)c1ccc(O)cc1,16,-4,0.91,-1,0,9,4,0.84,9.2
O=C(CSc1nnc(-c2cc3ccccc3cc2O)n1Cc1ccco1)c1ccc(F)cc1,4,-5,1.4,1,-6,-36,2,0.96,17
O=S(=O)(Nc1ccc(Oc2ncccn2)c(Cl)c1)c1ccc(Cl)cc1,-6,-3,1,-14,-2,-2,0,1.1,0.2
Cc1ccc(NC(=O)CN2C(=O)NC(C)(c3ccc(Cl)cc3)C2=O)cc1S(=O)(=O)N1CCOCC1 (stereo unspecified),-18,-4,1,0,2,-5,6,1.2,-2.1
Cn1cccc1C(=O)NCC1COc2ccccc2O1 (stereo unspecified),8,3,1,-2,-5,-3,-1,0.92,-0.8
c1cncc(-c2nnc(-c3cccnc3)nn2)c1,19,-6,0.88,1,44*,12,7,0.81,1.5

# Exported with values under each structure: part of the list above
# Below each compound: mIAP block	beta cell repl	hIAP act	GRIN3A LBD mod	A3G deaminase	hIAP inh	APOBEC3A inh	mIAP act	MPTP block
O=C(CN=C1NC(=O)C(c2ccccc2)(c2ccccc2)N1)NCc1ccc(F)cc1
 : -8	0	0.9	-4	-4	10	0	1.1	-3.6
Cc1c(C(=O)N/N=C/c2c(O)ccc3ccccc23)nnn1-c1nonc1N
 : 21	-2	2*	4	-12	-105	-5	0.79	0.0
O=C(OCc1ccc(Br)cc1)c1cccnc1Cl
 : 4	0	1	0	-6	-2	-2	0.96	-0.3
CCc1ccc(N2C(=O)CC(N3CCC(C(=O)OC)CC3)C2=O)cc1 (stereo unspecified)
 : -18	2	1.1	0	-4	-9	-7	1.2	-2.4

# The list continues.
SMILES,mIAP block,beta cell repl,hIAP act,GRIN3A LBD mod,A3G deaminase,hIAP inh,APOBEC3A inh,mIAP act,MPTP block
CC(C)c1cc(C(=O)Nc2cc(Cl)ccc2O)no1,10,-3,1.1,-5,0,-9,2,0.9,44
Cc1c(C(=O)Nc2cccc(C(F)(F)F)c2)oc2ccc(S(=O)(=O)N3CCOCC3)cc12,12,0,0.85,25*,-4,15,-1,0.88,3.1
Clc1cccc(CSc2nnc(-c3c[nH]c4ccccc34)o2)c1,5,-4,0.99,16*,-12,0,-3,0.95,-3.2
OC(CNCC(c1ccc(Cl)cc1Cl)c1c[nH]c2ccccc12)c1ccccc1 (stereo unspecified),3,-7,0.94,24*,-9,6,0,0.97,11
C=CCN1CCN(C(=O)c2c(-c3ccccc3)noc2C)CC1,9,-2,0.96,3,-8,4,-5,0.91,0.5
Cc1cccc(-n2ncc3c(N(CCO)CCO)ncnc32)c1,3,-2,0.94,2,1,6,2,0.97,-1.0
CCOC(=O)CN(c1ccccc1C)S(=O)(=O)c1ccc(Cl)cc1,1,-1,0.81,0,-2,19,-1,0.99,-0.1
Cc1c(C(=O)C(=O)NCCC2=CCCCC2)c2ccccc2n1C,8,0,0.79,3,-2,21,4,0.92,-0.2
CCCCC1(CC(=O)OC)C(=O)N(c2ccccc2)N(c2ccccc2)C1=O,4,0,0.99,-4,-3,1,2,0.96,2.1
Cc1ccc(S(=O)(=O)N/N=C/c2cc(Br)ccc2O)cc1,4,-4,0.89,-20,-7,12,-1,0.96,44
Cc1ccc(NC(=O)C2CCCN(S(=O)(=O)c3c(C)noc3C)C2)cc1 (stereo unspecified),1,0,0.95,0,-15,5,-4,0.99,0.9
